# FLuc counter: qHTS profiling assay for firefly luciferase inhibitor/activator using purifed enzyme and Km concentrations of substrates (counterscreen for miR-21 project). actives 6.9% (n = 360,000). purified FLuc, Km substrates, luminescence inhibition. Luciferin 4-monooxygenase (Photinus pyralis), P08659. Potency, µM (titrated, usually from 57.5 µM), for inactives: top-dose activity change, negative = inhibition, most hits filed as inhibitors;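 note: plate controls were vehicle for no effect and reference inhibitor for full effect; nearly all actives have a fitted effect of over 55% in size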
#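 Purified P. pyralis luciferase (10nM final) with 10uM D-luciferin and 10uM ATP (Km levels) in 50mM Tris acetate pH 7.5, 10mM Mg acetate, 0.01% Tween-20, 0.05% BSA; qHTS 6-point titration, ~60 µM downward; luminescence read.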
# Rab9 prom act: qHTS Assay for Rab9 Promoter Activators | Huh7 Rab9 promoter-luciferase reporter, luminescence, 24 h | Potency, µM (series often up to 9.22 µM), for inactives: at the top dose activation, negative = inhibition, actives largely listed as activators | actives 2.8% (n = 320,000) | AID 485297, 2010; note: % of control where 0% means no effect; nearly all actives have a fitted effect of over 60% in size
#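 Quantitative HTS format; Huh7 Rab9-luciferase reporter cells (1500/well) receive compound 2 h post-plating, incubate 24 h at 37 °C, then get luciferase reagent for 10 min before luminescence reading.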
# ELG1 genotoxic: qHTS screen for small molecules that induce genotoxicity in human embryonic kidney (HEK293T) cells expressing luciferase-tagged ELG1; actives 1.3% (n = 330,000); Potency, µM (titrated, usually from 46 µM), for inactives: top-dose activity change, positive = activation, actives largely listed as activators; AID 504466, 2011; HEK293T ELG1-luciferase reporter, luminescence, 16 h; note: % of control where 0% means no effect; nearly all actives have a fitted effect of over 60% in size
#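 Reporter readout depends on ELG1 protein level, which increases with genetic stress. After 16 hr compound exposure at 37 °C, luciferase activity was quantified using ONE-Glo.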
# p53 reactivator: qHTS assay for re-activators of p53 using a Luc reporter; H1299 p53-A138V BP100-luciferase reporter, luminescence, 24 h; Potency, µM (doses to about 92.2 µM), for inactives: top-dose activity change, positive = activation, most hits filed as activators; actives 0.063% (n = 320,000); AID 504706, 2011; note: % of control where 0% means no effect; nearly all actives have a fitted effect of over 45% in size
#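 H1299 (p53-null), stable ts p53-A138V + BP100-Luc; 1000 cells/well, Opti-MEM/10% FBS; cpd 4 pt, 1:5; 24 h, 37 deg C, 5% CO2; detection reagent 10 min RT; luminescence.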
# Gal4-VP16 FLuc: VP16 counterscreen qHTS for inhibitors of ROR gamma transcriptional activity | Drosophila S2 Gal4-VP16 UAS-luciferase, luminescence, 20 h | Potency, µM (series often up to 53.6 µM), without a hit: at the highest dose activity, negative = inhibition, actives largely listed as inhibitors | actives 3.5% (n = 310,000);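 note: Gal4-VP16 expression switched on by copper sulfate through the metallothionein promoter; % is set by controls: 0 for no effect and ±100 for the full control effect; nearly all actives have a fitted effect of over 50% in size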
# MBNL1-CUG inh: qHTS Assay for Inhibitors of MBNL1-poly(CUG) RNA binding; TR-FRET MBNL1-His/biotin-(CUG)12 binding, 665/545 ratio; Potency, µM (series often up to 57.5 µM), for inactives: at the highest dose activity change, negative = inhibition, actives largely listed as inhibitors; actives 0.036% (n = 280,000); active = well fitted inhibition curve with a large enough effect in the signal ratio, with a control signal flat, not every such curve was filed as active; inconclusive = small, poorly fitted or top-dose-only effect, or effect the other way, or a change in a side signal; inactive = no such curve, though single readings can be large or run the other way; the % refers to the signal ratio; note: % is set by controls: 0 for no effect and ±100 for the full control effect
# Target sequence (Q9NR56 whole entry, looked up): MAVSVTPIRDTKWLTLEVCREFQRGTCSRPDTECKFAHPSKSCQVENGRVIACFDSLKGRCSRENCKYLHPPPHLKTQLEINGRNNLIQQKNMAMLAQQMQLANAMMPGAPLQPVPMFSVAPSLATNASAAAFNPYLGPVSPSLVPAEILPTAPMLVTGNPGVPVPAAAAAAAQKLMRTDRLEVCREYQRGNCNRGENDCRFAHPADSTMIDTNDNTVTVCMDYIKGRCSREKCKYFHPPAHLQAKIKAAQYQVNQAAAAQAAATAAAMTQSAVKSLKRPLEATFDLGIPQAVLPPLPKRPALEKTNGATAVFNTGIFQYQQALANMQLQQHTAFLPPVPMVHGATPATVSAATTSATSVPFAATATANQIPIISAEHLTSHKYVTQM
#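 TR-FRET readout: Ex 340 nm, 665/545 nm emission ratio, normalized to buffer-only (basal) and MBNL1-(CUG)12 controls. Complex of MBNL1-His with Biotin-(CUG)12, compounds 92 nM–58 uM, incubated 60 min at room temperature.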
# NPC1 prom act: qHTS Assay for NPC1 Promoter Activators. Potency, µM (top dose mostly 9.22 µM), inactives show at the highest dose activation, most hits filed as activators. actives 2.4% (n = 320,000). AID 485313, 2010. Huh7 NPC1 promoter luciferase reporter, 24 h;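 note: % of control where 0% means no effect; nearly all actives have a fitted effect of over 60% in size; reporter is driven by a mutant NPC1 promoter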
#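 In 1536-well qHTS, Huh7 cells harboring an NPC1 promoter–luciferase construct received compound for 24 h; activation was quantified by luminescence following luciferase reagent addition.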
# uPA generation: qHTS for Inhibitors of Cell Surface uPA Generation; cell surface uPA generation assay, qHTS; Potency, µM (highest dose often 38.3 µM), inactives show at the highest dose activity change, negative = inhibition, actives largely listed as inhibitors; actives 0.31% (n = 330,000); active = well fitted inhibition curve with a large enough effect; inconclusive = small, poorly fitted or top-dose-only effect; inactive = no such curve, though single readings can be large or run the other way; tested in mouse RAW 264.7 cells; note: % is set by controls: 0 for no effect and ±100 for the full control effect; nearly all actives have a fitted effect of over 55% in size
# RORg inh: qHTS for inhibitors of ROR gamma transcriptional activity; actives 5.4% (n = 310,000); AID 2551, 2010; Drosophila S2 Gal4-RORgamma UAS-luciferase reporter, 20 h; Potency, µM (titrated, usually from 53.6 µM), for the others: top-dose activity change, negative = inhibition, most hits filed as inhibitors; Nuclear receptor ROR-gamma (Mus musculus), P51450; note: % is set by controls: 0 for no effect and ±100 for the full control effect; nearly all actives have a fitted effect of over 60% in size
# Target sequence (P51450 whole entry, looked up, the tested form may be a part): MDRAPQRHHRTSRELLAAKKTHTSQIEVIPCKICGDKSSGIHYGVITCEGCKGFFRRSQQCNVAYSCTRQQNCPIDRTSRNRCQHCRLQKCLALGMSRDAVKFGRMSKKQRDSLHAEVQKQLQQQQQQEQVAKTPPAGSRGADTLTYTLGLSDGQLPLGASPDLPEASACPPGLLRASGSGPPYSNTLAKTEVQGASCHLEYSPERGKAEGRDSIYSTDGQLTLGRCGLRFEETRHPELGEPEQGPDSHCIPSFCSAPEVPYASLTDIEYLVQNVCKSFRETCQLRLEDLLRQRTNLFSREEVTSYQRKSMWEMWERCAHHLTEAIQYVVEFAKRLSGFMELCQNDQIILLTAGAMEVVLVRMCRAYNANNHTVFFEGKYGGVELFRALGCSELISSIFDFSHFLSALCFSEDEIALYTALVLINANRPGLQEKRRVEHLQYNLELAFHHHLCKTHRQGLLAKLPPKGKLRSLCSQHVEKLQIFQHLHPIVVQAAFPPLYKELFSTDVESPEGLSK
#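 Schneider cells (Drosophila), stable Gal4 DBD–ROR gamma + UAS-luc; 1 hr cmpd preincubation; Cu2+ induction 700 uM final; 20 hr ambient; luminescence.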
# BRCA1 expr up: qHTS Assay to Identify Small Molecule Activators of BRCA1 Expression | actives 1.1% (n = 380,000) | Potency, µM (top dose mostly 46.1 µM), inactives show top-dose activation, most hits filed as activators | MCF7-BRCA1-FFLuc reporter, luminescence, 48 h; response scale: scaled: vehicle 0%, 10 µM genistein 100%; note: nearly all actives have a fitted effect of over 80% in size; some results filed as inactive show a strong effect at the top dose
#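 MCF7-BRCA1-FFLuc, 2000 cells/well; 2 h attach, 37 °C/5% CO2; compound 48 h; luciferase substrate 15 min; luminescence end-point. Norm. to genistein 10 microM max activation and DMSO; concentration-response curves fitted.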
# Numbers without * were called inactive; ? = inconclusive; · = no result given; [ ] = remark or other dose. Unless noted, calls come from the whole dose curve; as a rule, active = well fitted curve in the direction sought with a large enough effect; inconclusive = small, poorly fitted or top-dose-only effect, or another doubt; inactive = no such curve, though single readings can be large; an effect the other way counts as inactive or inconclusive. Potency is the fitted concentration of half-maximal effect.
smiles,p53 reactivator,uPA generation,Gal4-VP16 FLuc,MBNL1-CUG inh,BRCA1 expr up,Rab9 prom act,RORg inh,ELG1 genotoxic,FLuc counter,NPC1 prom act
O=C(NN/C(=N/S(=O)(=O)c1ccc(Cl)cc1)c1ccccc1)c1ccc(O)cc1,29%,2%,-25%,-10%,?,0%,-33%,?,15µM*,6%
O=P(OC1CCCCC1)(OC1CCCCC1)C(O)c1cccnc1 (stereo not given),1%,3%,-2%,·,-4%,-2%,-18%,-1%,1%,-3%
CCCNS(=O)(=O)c1ccc(OCC(=O)NCCCOC)cc1,-6%,-2%,3%,5%,3%,3%,-14%,2%,5%,-4%
CCOC(=O)C1(CCOc2ccccc2)CCN(Cc2cccc3nonc23)CC1,3%,-25%,-2%,-19%,-26%,-4%,25%,-5%,-3%,-1%
C/C(=N\NC(=O)c1ccc(Cn2cc([N+](=O)[O-])cn2)o1)c1cccc(NC(=O)C(C)C)c1,6%,4%,4%,-3%[11.5 µM],-2%,2%,-7%,-1%,-1%,-6%
CN(C)S(=O)(=O)Oc1ccsc1C(=O)Nc1ccc(Cl)cc1,-2%,-5%,25µM*,4%,0%,0%,-41%,-2%,0%,2%
CC1(C)CC(=O)C(Sc2ccccc2[N+](=O)[O-])=C(O)C1,4%,8%,12%,7%[11.5 µM],3%,0%,3%,-1%,1%,-4%
FC(F)(F)c1cc(-c2ccccc2)nc2nc(N3CCOCC3)sc12,-3%,12%,-13%,2%,0%,-1%,-30%,-2%,-1%,-2%
COc1ccc(N(C(=O)c2snc(C(N)=O)c2N)C(C(=O)NC2CCCCC2)c2ccc(C)o2)cc1 (stereo not given),0%,-5%,-1%,0%,-40%,4%,-3%,-7%,0%,-5%
CCC(c1nnc(SCC(=O)NCCc2ccc(Cl)cc2Cl)o1)N(C)C (stereo not given),13%,2%,7%,-8%,-6%,0%,15%,-3%,-1%,-3%
O=C(Nc1ccc2c(c1)oc1ccc(S(=O)(=O)N3CCCC3)cc12)C1CC1,-2%,-29%,-5%,1%,-38%,-6%,12%,-7%,3%,-4%
COc1ccc(NC(=O)C2CC(c3ccccc3O)=NO2)cc1OC (stereo not given),3%,-5%,?,-11%,13%,-2%,-19%,-1%,1%,-2%
CC(=O)c1ccc(OCC(=O)OCc2cc(-c3ccco3)on2)cc1,5%,4%,·,·,-5%,-3%,·,4%,·,-1%
CCCOc1ccc(N2C(=O)CC(SC(=NCC)NCC)C2=O)cc1 (stereo not given),-2%,1%,-4%,-1%,3%,0%,14%,8%,2%,-4%
O=C1C=C(Nc2ccc(Cl)cc2)CC(c2ccccc2)C1 (stereo not given),0%,-2%,0%,·,-60%,-12%,?,0%,0%,-19%
CSc1ccc(COC(=O)CCS(=O)(=O)c2ccc(C)cc2)cc1,1%,-6%,·,·,-26%,-1%,·,2%,2%,7%
Cc1cccc(NC(=O)/C(C#N)=C/c2ccc(Sc3ccccc3)o2)c1C,-15%,-8%,-17%,-8%,2%,-2%,-13%,0%,-2%,-2%
O=C(NC(=S)Nc1cccc([N+](=O)[O-])c1)c1ccco1,11%,-4%,13%,·,84%,28%,-42%,6%,2%,16%
CCOC(=O)Nc1ccc(C(=O)/C=C/c2ccccc2)cc1,18%,-8%,?,-6%,-14%,-49%[inhibitor],7.1µM*,7%,17µM*,17%
CCO/C=C1/C(=O)N(C(C)=O)c2ccccc21,20%,·,9%,3%,-18%,-3%,?,0%,1%,-5%
COc1ccc(NC(=O)Cc2ccc(C)cc2)c([N+](=O)[O-])c1,12%,-3%,-1%,·,9%,-5%,44%,-3%,-4%,-1%
CC1(C)C[C@@H]2C[C@@](C)(CN2C(=O)c2cc(COc3cccc(C(F)(F)F)c3)on2)C1,-7%,3%,?,0%,-39%,1%,-31%,-4%,3%,-4%
O=C1C(=O)N(c2ccccc2)c2ccccc21,?,-4%,11%,26%,-12%,-3%,2%,-1%,0%,1%
COc1cc(C=O)ccc1OCCOc1ccccc1[N+](=O)[O-],?,-5%,19%,20%,?,-4%,37%,11%,21µM*,-1%
CN(CCCNC(=O)Cn1cc2c(n1)CCCC2)C1CCCCC1,0%,4%,2%,12%,-8%,-1%,-16%,0%,1%,-2%

# In another format: 8 of the compounds above
# Values run as follows: p53 reactivator | uPA generation | Gal4-VP16 FLuc | MBNL1-CUG inh | BRCA1 expr up | Rab9 prom act | RORg inh | ELG1 genotoxic | FLuc counter | NPC1 prom act
- CC1(C)CC(=O)C(Sc2ccccc2[N+](=O)[O-])=C(O)C1
 : 4% | 8% | 12% | 7%[11.5 µM] | 3% | 0% | 3% | -1% | 1% | -4%
- FC(F)(F)c1cc(-c2ccccc2)nc2nc(N3CCOCC3)sc12
 : -3% | 12% | -13% | 2% | 0% | -1% | -30% | -2% | -1% | -2%
- COc1ccc(N(C(=O)c2snc(C(N)=O)c2N)C(C(=O)NC2CCCCC2)c2ccc(C)o2)cc1 (stereo not given)
 : 0% | -5% | -1% | 0% | -40% | 4% | -3% | -7% | 0% | -5%
- CCC(c1nnc(SCC(=O)NCCc2ccc(Cl)cc2Cl)o1)N(C)C (stereo not given)
 : 13% | 2% | 7% | -8% | -6% | 0% | 15% | -3% | -1% | -3%
- O=C(Nc1ccc2c(c1)oc1ccc(S(=O)(=O)N3CCCC3)cc12)C1CC1
 : -2% | -29% | -5% | 1% | -38% | -6% | 12% | -7% | 3% | -4%
- COc1ccc(NC(=O)C2CC(c3ccccc3O)=NO2)cc1OC (stereo not given)
 : 3% | -5% | ? | -11% | 13% | -2% | -19% | -1% | 1% | -2%
- CC(=O)c1ccc(OCC(=O)OCc2cc(-c3ccco3)on2)cc1
 : 5% | 4% | · | · | -5% | -3% | · | 4% | · | -1%
- CCCOc1ccc(N2C(=O)CC(SC(=NCC)NCC)C2=O)cc1 (stereo not given)
 : -2% | 1% | -4% | -1% | 3% | 0% | 14% | 8% | 2% | -4%

# The listing continues.
smiles,p53 reactivator,uPA generation,Gal4-VP16 FLuc,MBNL1-CUG inh,BRCA1 expr up,Rab9 prom act,RORg inh,ELG1 genotoxic,FLuc counter,NPC1 prom act
Cc1ccc(CCNC(=O)C2CCC(=O)N2C2CCCC2)cc1 (stereo not given),-12%,-10%,0%,-8%,-25%,-6%,-16%,-4%,3%,2%
CCOC(=O)c1cnc2ccc(C)cc2c1Sc1ccccc1C(=O)OC,-10%,-16%,-2%,24%,-30%,-6%,?,-5%,?,0%
CC1SCC(=O)N(CC(=O)NCc2ccccc2)C1=O (stereo not given),16%,4%,?,-7%,-2%,0%,30%,-2%,-17%,0%
O=C(c1ccc(S(=O)(=O)N2CCCC2)cc1)N1CCCC(C(F)(F)F)C1 (stereo not given),-1%,-1%,·,·,-25%,-7%,·,1%,3%,-2%
O=C(COC(=O)c1ccncc1)Nc1cc(S(=O)(=O)N2CCOCC2)ccc1Cl,1%,-7%,·,·,9%,-23%,·,-2%,-1%,1%
Cc1ccccc1C(=O)NNC(=O)C(=O)N1CCCCC1,-4%,2%,3%,·,-3%,1%,-2%,-1%,1%,-1%
O=C(O)C1CCN(C(=O)c2ccc(Cl)cc2)CC1,3%,-2%,3%,-1%,2%,-6%,1%,1%,0%,-1%
Cc1ccc(NC(=O)N/C=C/c2ccccc2)cc1,?,1%,6%,-4%,13%,1.4µM*,-7%,?,2.1µM*,0.89µM*
Nc1nc(NCCOCCO)nc(NCc2ccccc2)c1[N+](=O)[O-],-3%,-2%,-14%,25%,-27%,2%,5%,0%,-1%,-2%
Cc1c(NC(=O)c2c(N)n(-c3ccccc3)c3nc4ccccc4nc23)c(=O)n(-c2ccccc2)n1C,-14%,·,-1%,5%,·,-4%,1%,4%,3%,-3%
CN(C)c1ccc(/C=N/N2C(=O)c3ccccc3C2=O)cc1,7%,-53%,6%,?,32%,10%,0%,7%,0.43µM*,0%
CN(N)C(=S)Nc1ccc(Cl)cc1,-2%,2%,19%,-2%,-2%,-1%,-35%,2%,-2%,0%
CCOc1nc(C)nc(NC(=O)NS(=O)(=O)c2ccccc2Cl)n1,2%,-2%,5%,0%,5%,3%,?,3%,9%,0%
Cc1cccc(NC(=O)Cc2ccc(F)cc2)c1,17%,-1%,27%,-1%,56%,10%,18%,?,-28%,1%
Cc1cc(NC(=O)CSCc2ccccc2)no1,-3%,3%,5%,-3%,6%,0%,2%,5%,-6%,0%
COc1ccc(/C(C#N)=C/c2cccnc2)cc1,16%,·,22%,?,·,?,-1%,?,?,?
O=C(c1ccc(=O)[nH]n1)N1CCc2ccccc2C1,0%,12%,-6%,·,8%,-10%,0%,2%,-1%,-4%

# Source: PubChem BioAssay
